Source: PubChem (National Center for Advancing Translational Sciences (NCATS))
GAA glycogen = qHTS Assay for Inhibitors and Activators of Human alpha-Glucosidase Cleavage of Glycogen | Lysosomal alpha-glucosidase (Homo sapiens), P10253 | recombinant GAA, glycogen substrate, Amplex Red glucose oxidase fluorescence | Potency, µM (titrated, usually from 76.4 µM), inactives show at the top dose activity change, negative = inhibition, actives largely listed as inhibitors | actives 0.38% (n = 300,000) | AID 2100, 2009;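 also: 0% = full enzyme reaction and -100% = no-enzyme basal signal; the screen sought inhibitors and activators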
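Recombinant human alpha-glucosidase (4 nM final) hydrolysed bovine liver glycogen (30 ug) for 40 min at 37 C in pH 5.0 citrate/phosphate with 0.01% Tween-20. Released glucose detected by glucose oxidase/Amplex Red, Ex 573/Em 610 nm. Compounds up to 77 uM; AC50 from Hill fits.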
JMJD2E inh = qHTS Assay for Inhibitors of Human Jumonji Domain Containing 2E (JMJD2E). actives 1.6% (n = 230,000). Potency, µM (top dose mostly 57.1 µM), without a hit: top-dose activity change, negative = inhibition, most hits filed as inhibitors. AID 2147, 2009. Lysine-specific demethylase 4E (Homo sapiens), B2RXH2. JMJD2E catalytic domain, FDH-coupled NADH fluorescence (FDH is formaldehyde dehydrogenase); active = well fitted inhibition curve with a large enough effect, not every such curve was filed as active; inconclusive = small, poorly fitted or top-dose-only effect, or another doubt; inactive = no such curve, though single readings can be large or run the other way;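 also: 0% = wells with enzyme and -100% = buffer wells without enzyme; nearly all actives have a fitted effect of over 50% in size; many of its hits are not listed in these tables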
Target sequence (B2RXH2 1-337 limits assumed): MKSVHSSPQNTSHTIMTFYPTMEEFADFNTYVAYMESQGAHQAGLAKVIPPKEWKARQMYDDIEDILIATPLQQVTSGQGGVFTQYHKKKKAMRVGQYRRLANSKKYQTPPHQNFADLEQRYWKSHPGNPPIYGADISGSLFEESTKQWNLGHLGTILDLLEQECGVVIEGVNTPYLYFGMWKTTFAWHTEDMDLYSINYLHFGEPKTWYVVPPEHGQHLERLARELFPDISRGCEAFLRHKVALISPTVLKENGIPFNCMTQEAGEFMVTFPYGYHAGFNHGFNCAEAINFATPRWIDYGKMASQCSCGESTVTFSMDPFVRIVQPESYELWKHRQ
GAA inhib = qHTS Assay for Inhibitors of Human alpha-Glucosidase as a Potential Chaperone Treatment of Pompe Disease. purified human GAA, 4-MU-alpha-glucoside fluorescence. Potency, µM (titrated, usually from 76.9 µM), inactives show at the highest dose activity change, negative = inhibition, usual class: inhibitors. AID 1466, 2008. actives 0.005% (n = 200,000);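 also: plate controls were uninhibited enzyme wells for no effect and no-enzyme background for full effect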
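Human enzyme at 4 nM with 400 uM 4-methylumbelliferyl-alpha-D-pyranoside, citrate/phosphate buffer pH 5.0, 0.005% Tween-20, 20 min at room temperature. Compounds up to 77 uM. 4-MU fluorescence (Ex 365/Em 440) read after NaOH/glycine stop; AC50 from Hill fit.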
aGal spleen mod = qHTS Assay for Inhibitors and Activators of Human alpha-Galactosidase From Spleen Homogenate; Alpha-galactosidase A (Homo sapiens), P06280; human spleen homogenate, 4MU-alpha-Gal fluorescence, 40 min; Potency, µM (series often up to 80 µM), without a hit: at the top dose activity change, negative = inhibition, usual class: inhibitors; actives 0.008% (n = 240,000); AID 2107, 2009;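 also: 0% = enzyme with vehicle and -100% = no enzyme basal signal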
Target sequence (P06280 32-429 limits assumed): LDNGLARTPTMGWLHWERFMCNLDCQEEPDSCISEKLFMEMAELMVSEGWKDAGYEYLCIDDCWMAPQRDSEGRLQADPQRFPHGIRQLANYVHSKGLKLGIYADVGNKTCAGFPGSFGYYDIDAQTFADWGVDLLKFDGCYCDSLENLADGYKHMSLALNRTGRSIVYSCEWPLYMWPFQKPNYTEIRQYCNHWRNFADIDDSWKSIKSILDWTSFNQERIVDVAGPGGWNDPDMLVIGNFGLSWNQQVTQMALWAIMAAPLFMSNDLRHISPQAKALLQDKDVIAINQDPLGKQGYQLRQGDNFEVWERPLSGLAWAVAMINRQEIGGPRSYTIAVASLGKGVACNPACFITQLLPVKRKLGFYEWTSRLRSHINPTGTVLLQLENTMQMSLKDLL
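Fluorogenic readout (Ex 365/Em 440 nm) of 4-methylumbelliferone released from 1 mM 4-MU-alpha-galactoside by spleen homogenate, 40 min at 37C, pH 5.0. Data normalized to no-enzyme and enzyme controls; Hill-equation AC50 from compound titrations.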
RGS12 GoLoco inh = qHTS Assay for Inhibitors of RGS12 GoLoco Motif Activity (Red Fluorophore) | Guanine nucleotide-binding protein G(i) subunit alpha-1 (Homo sapiens), P63096 | Gai1:RGS12 GoLoco peptide FP, rhodamine, 10 min | Potency, µM (titrated, usually from 61.6 µM), for inactives: at the highest dose activity, negative = inhibition, most hits filed as inhibitors | actives 0.44% (n = 230,000); active = well fitted inhibition curve with a large enough effect, not every such curve was filed as active; inactive = no such curve, though single readings can be large or run the other way; also: % is scaled to controls: 0 for no effect and ±100 for the full control effect; nearly all actives have a fitted effect of over 30% in size; many of its hits are not listed in these tables
Target sequence (P63096 whole entry, looked up): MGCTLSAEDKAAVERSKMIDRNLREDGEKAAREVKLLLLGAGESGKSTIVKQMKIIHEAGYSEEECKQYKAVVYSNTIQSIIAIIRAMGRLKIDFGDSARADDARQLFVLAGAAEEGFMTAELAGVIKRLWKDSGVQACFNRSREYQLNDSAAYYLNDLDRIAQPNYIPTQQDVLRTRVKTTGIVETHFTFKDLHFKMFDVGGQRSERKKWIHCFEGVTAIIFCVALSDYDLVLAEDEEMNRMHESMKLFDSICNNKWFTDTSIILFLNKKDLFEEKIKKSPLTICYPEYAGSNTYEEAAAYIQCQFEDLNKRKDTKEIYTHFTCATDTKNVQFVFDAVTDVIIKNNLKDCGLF
SMN2 splice enh = qHTS Assay for Enhancers of SMN2 Splice Variant Expression; Potency, µM (top dose mostly 46.1 µM), inactives show at the top dose activity change, positive = activation, most hits filed as activators; HEK293 SMN2-luciferase splicing reporter, luminescence, 30-36 h; actives 2.8% (n = 210,000); also: % of control where 0% means no effect; nearly all actives have a fitted effect of over 55% in size
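HEK293 cells carry an SMN2 minigene-luciferase reporter in which exon 7 inclusion puts luciferase in frame. Cells were seeded at 2000 cells/well, attached for 10-12 hours, then exposed to compounds for 30-36 hours at 37C before ONE-Glo luminescence.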
ALDH1A1 block = qHTS Assay for Inhibitors of Aldehyde Dehydrogenase 1 (ALDH1A1); Potency, µM (highest dose often 75.3 µM), for the others: top-dose activity, negative = inhibition, hits mostly inhibitors; Purified ALDH1A1, NADH fluorescence, propionaldehyde substrate; AID 1030, 2008; Aldehyde dehydrogenase 1A1 (Homo sapiens), P00352; actives 7.3% (n = 220,000); active = well fitted inhibition curve with a large enough effect, not every such curve was filed as active; inconclusive = small, poorly fitted or top-dose-only effect, or another doubt; inactive = no such curve, though single readings can be large or run the other way;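 also: plate controls were no enzyme wells and a reference inhibitor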
aGlu spleen mod = qHTS Assay for Inhibitors and Activators of Human alpha-Glucosidase From Spleen Homogenate; Potency, µM (titrated, usually from 79.9 µM), inactives show top-dose activity change, negative = inhibition, usual class: inhibitors; Lysosomal alpha-glucosidase (Homo sapiens), P10253; actives 0.006% (n = 240,000); human spleen homogenate, 4-MU-alpha-glucoside fluorescence;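 also: 0% = enzyme with vehicle and -100% = no enzyme basal signal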
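Enzyme source: human spleen homogenate, 1 ug/well. Buffer 50 mM citric acid/K phosphate pH 5.0, 0.01% Tween-20. 4-MU-alpha-glucoside 1 mM; 37 C x 40 min; NaOH/glycine stop; fluorescence.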
Numbers without * were called inactive; ? = inconclusive; · = no result given; & = joins results of further samples; [ ] = another dose, or the depositor's remark. Unless noted, calls follow the shape of the dose curve; as a rule, active = well fitted curve in the direction sought with a large enough effect; inconclusive = small, poorly fitted or top-dose-only effect, or another doubt; inactive = no such curve, though single readings can be large; an effect the other way counts as inactive or inconclusive. Potency is read from the fitted curve at half-maximal effect. A portion of the library; rates above refer to the full screens.

#	canonical_smiles	JMJD2E inh	GAA inhib	ALDH1A1 block	GAA glycogen
1	O=C(Cc1n[nH]c(=O)[nH]c1=O)N/N=C/c1ccccc1O	14µM*	-7%	4%	6%
2	CCN(c1ccccc1)S(=O)(=O)c1ccc2[nH]cc(C(=O)N3CCOCC3)c(=O)c2c1	?	9%	?	-2%
3	CSc1ccc(Cl)c(C(=O)OCC(=O)NCC(C)C)c1	?	0%	-13%	-3%
4	O=C(CSc1nncn1-c1ccccc1)Nc1cc(Cl)cc(Cl)c1	2%	-11%	-4%	-10%
5	O=C(Nn1cnnc1)c1cc(-c2ccccn2)nc2ccccc12	-5%	-5%	3%	0%
6	CCOC(=O)N/N=C1\CC(C)S(=O)(=O)c2ccc(Cl)cc21 (stereo unspecified)	3%	·	·	4%
7	O=C(NCCCl)c1ccc(OCc2ccccc2)cc1Cl	-5%	-1%	-6%	0%
8	CCOC(=O)C1C(=O)NC(N2CCN(Cc3ccccc3)CC2)=NC1c1ccco1 (stereo unspecified)	8%	-1%	3%	-4%
9	CCCCNC(=S)N/N=C/c1ccc(C#N)cc1	10%	1%	8%	-1%
10	Cn1ncc([N+](=O)[O-])c1C(=O)N/N=C/c1c[nH]c2ccccc12	-2%	12%	3%	2%

#	SMN2 splice enh	RGS12 GoLoco inh	aGal spleen mod	aGlu spleen mod
1	-19%	2%	8%	1%
2	22%	8%	8%	1%
3	1%	6%	-7%	-6%
4	26%	2%	-5%	-1%
5	46%	-3%	-8%	-1%
6	·	2%	-3%	-2%
7	13µM*	-7%	-1%	·
8	7%	9%	0%	-2%
9	-29%	5%	-3%	-19%
10	·	-8%	-3%	0%

Going on with the list:
#	canonical_smiles	JMJD2E inh	GAA inhib	ALDH1A1 block	GAA glycogen
11	CCc1ccc(NC(=O)CCc2nc3ccccc3[nH]2)cc1	-2%	-14%	-2%	-10%
12	Cc1ccc(S(=O)(=O)N2CCN(C(=O)c3ccccc3)CC2)c(C)c1NS(C)(=O)=O	-1%	-4%	5%	6%
13	O=C(CCC(=O)OCCCC(F)(F)C(F)(F)F)NC1CCCCC1	0%	4%	10%	1%
14	O=C(CSc1nnc(C2CC2)n1-c1ccccc1)NCCN1C(=O)CSC1=O	-9%	1%	-5%	-12%
15	O=C(Nc1nc2ccc(S(=O)(=O)N3CCCC3)cc2s1)c1cccs1	?	-5%	?	-8%
16	C=CCS(=O)(=O)N1CCC(CCOc2ccccc2)(C(=O)OCC)CC1	-15%	9%	4%	7%
17	Cc1ccc(Cc2cnc(NC(=O)/C(C#N)=C/c3ccc(-c4ccc([N+](=O)[O-])cc4)o3)s2)cc1	1%	6%	4%	-1%
18	CN1CCN(CCCNC(=O)c2ccc(/C=C3\Sc4ccccc4N(Cc4ccccc4F)C3=O)cc2)CC1	?	-11%	?	4%
19	O=c1c2c3c(sc2ncn1-n1cccc1)CCCCC3	7%	-3%	-3%	1%
20	CCOc1ccc(-n2c(=O)c3c4c(sc3n(CC(=O)NCCCOC)c2=O)CCCCC4)cc1	7%	-6%	0%	0%

#	SMN2 splice enh	RGS12 GoLoco inh	aGal spleen mod	aGlu spleen mod
11	5%	10%	-2%	2%
12	1%	8%	-2%	-4%
13	-10%	1%	10%	-10%
14	-5%	9%	-8%	-3%
15	11%	6%	-6%	-1%
16	·	11%	-8%	-4%
17	9%	51%[activator]	8%	-17%
18	-64%[inhibitor]	7%	-4%	-16%
19	?	-2%	5%	-1%
20	-50%&0%[inhibitor]	-5%	1%	0%

Part of the list above, reformatted.
12: Cc1ccc(S(=O)(=O)N2CCN(C(=O)c3ccccc3)CC2)c(C)c1NS(C)(=O)=O
- JMJD2E inh = -1%
- GAA inhib = -4%
- ALDH1A1 block = 5%
- GAA glycogen = 6%
- SMN2 splice enh = 1%
- RGS12 GoLoco inh = 8%
- aGal spleen mod = -2%
- aGlu spleen mod = -4%
13: O=C(CCC(=O)OCCCC(F)(F)C(F)(F)F)NC1CCCCC1
- JMJD2E inh = 0%
- GAA inhib = 4%
- ALDH1A1 block = 10%
- GAA glycogen = 1%
- SMN2 splice enh = -10%
- RGS12 GoLoco inh = 1%
- aGal spleen mod = 10%
- aGlu spleen mod = -10%
14: O=C(CSc1nnc(C2CC2)n1-c1ccccc1)NCCN1C(=O)CSC1=O
- JMJD2E inh = -9%
- GAA inhib = 1%
- ALDH1A1 block = -5%
- GAA glycogen = -12%
- SMN2 splice enh = -5%
- RGS12 GoLoco inh = 9%
- aGal spleen mod = -8%
- aGlu spleen mod = -3%
15: O=C(Nc1nc2ccc(S(=O)(=O)N3CCCC3)cc2s1)c1cccs1
- JMJD2E inh = ?
- GAA inhib = -5%
- ALDH1A1 block = ?
- GAA glycogen = -8%
- SMN2 splice enh = 11%
- RGS12 GoLoco inh = 6%
- aGal spleen mod = -6%
- aGlu spleen mod = -1%

(cont.)
#	canonical_smiles	JMJD2E inh	GAA inhib	ALDH1A1 block	GAA glycogen
21	CC(C)C(NC(=S)NCc1ccccc1)C(=O)O (stereo unspecified)	-2%	-6%	?	-4%
22	Cc1ccc(N2C(=O)CCC2(C#N)c2ccccc2)cc1 (stereo unspecified)	-4%	·	·	1%
23	CN1CCCC(OC(=O)COc2ccc(Br)cc2)C1 (stereo unspecified)	-4%	-2%	9%	2%
24	CCOC(=O)CSc1nnc(CNC(=O)c2cc(OCC)c(OCC)c(OCC)c2)n1C	-3%	-12%	4%	1%
25	O=C(N/N=C/C1CC=CCC1)c1ccccc1O (stereo unspecified)	167%[activator]	-10%	-15%	32µM*
26	O=C1C=C(O)C(n2cncn2)C(c2cc(F)ccc2F)C1 (stereo unspecified)	-5%	1%	2%	-6%
27	O=[N+]([O-])c1ccccc1CSc1ccccn1	-4%	·	·	-12%
28	COc1cc(C)nc(N2CCCC(C(=O)Nc3cccc(Cl)c3Cl)C2)n1 (stereo unspecified)	1%	0%	6%	2%
29	C=CCc1c(C)c(C#N)c2nc3ccccc3n2c1N1CCCCC1	10%	·	·	-2%
30	Cc1cc(C)cc(NC(=O)NCc2c(-c3ccccc3)noc2C)c1	3%	-5%	8%	15%

#	SMN2 splice enh	RGS12 GoLoco inh	aGal spleen mod	aGlu spleen mod
21	6%	3%	2%	-6%
22	·	-3%	7%	0%
23	4%	-4%	-2%	-3%
24	-3%	8%	7%	3%
25	-7%	-6%	-1%	-7%
26	4%	11%	2%	3%
27	·	1%	4%	-4%
28	-11%	5%	8%	-5%
29	·	11%	10%	-8%
30	·	14%	-8%	-6%

Next section:
#	canonical_smiles	JMJD2E inh	GAA inhib	ALDH1A1 block	GAA glycogen
31	O=C(Nc1ccccc1)N(CCc1nc2ccccc2[nH]1)C1CCCC1	38%[activator]	-5%	4%	-4%
32	CCN(c1ccc(NC(=O)COC(=O)CCc2cc(OC)c(OC)c(OC)c2)cc1)C(C)C	6%	3%	18µM*	7%
33	COc1ccccc1-c1nccc(NCc2cnc(C)cn2)n1	?	·	3%	·
34	COc1ccccc1CNC(=O)C(NC(=O)c1ccc(C)cc1)C(C)C (stereo unspecified)	2%	0%	9%	4%
35	CCN(CC)S(=O)(=O)c1ccc(Cl)c(C(=O)Nc2nnc(C)s2)c1	-3%	-8%	-8%	-8%
36	CCOc1ccc(NC(=O)N2CCC(c3nc4ccccc4o3)CC2)cc1	4%	-3%	-10%	0%
37	On1nnc2ccc(C(F)(F)F)cc21	1%	-8%	3%	6%
38	COc1ccc(/C=C/C(=O)NCC(=O)N/N=C/c2cc(Br)ccc2OCc2ccccc2)cc1	?	-1%	0%	5%
39	COc1ccc(NC(=O)c2onc(C)c2Cl)cc1OC	-5%	-1%	-13%	5%
40	COc1ccc2c(c1)cc(C(=O)O)n2C	?	0%	?	-8%

#	SMN2 splice enh	RGS12 GoLoco inh	aGal spleen mod	aGlu spleen mod
31	-3%	-6%	12%	-1%
32	-1%	-7%	-4%	-1%
33	-2%	4%	1%	14%
34	-18%	2%	-1%	2%
35	-4%	-8%	1%	-7%
36	-33%[inhibitor]	5%	-3%	-9%
37	11%	14%	-2%	·
38	-23%	15%	2%	5%
39	-6%	-19%	7%	3%
40	?	2%	-8%	-11%

Further results follow:
#	canonical_smiles	JMJD2E inh	GAA inhib	ALDH1A1 block	GAA glycogen
41	O=C(CN1CCN(c2ccc(F)cc2)CC1)OCc1ccccc1	-5%	-2%	11%	-3%
42	Cc1cccc(NC(=O)C2CCCN2C(=O)OCC(C)C)c1C (stereo unspecified)	7%	-9%	2%	0%
43	Cc1cc(C)cc(C(=O)Nc2ccc(N3CCN(S(C)(=O)=O)CC3)cc2)c1	?	?	6%	16%
44	Cn1cccc1-c1cc(C(=O)O)[nH]n1	-4%	-3%	13%	5%
45	COc1ccc(NS(=O)(=O)/C=C/c2ccc(OC)c(OC)c2)cc1	-5%	-6%	8%	3%
46	CC12CCC(C(=O)N(NC(=O)c3ccccc3O)C1=O)C2(C)C (stereo unspecified)	?	7%	-9%	7%
47	Cc1cc(-c2nc3ncccc3o2)ccc1N	-1%	-4%	-3%	2%

#	SMN2 splice enh	RGS12 GoLoco inh	aGal spleen mod	aGlu spleen mod
41	-4%	7%	4%	6%
42	-11%	6%	-8%	-9%
43	·	12%	-13%	-4%
44	-7%	2%	6%	-4%
45	-6%	2%	9%	-19%
46	-21%	-14%	3%	-8%
47	11µM*	4%	2%	1%
